EPAC2 antag = EPAC2 (human) antagonism; 360,000 compounds, 0.18% hits; AID 720708; Q8WZA2; Potency, µM (top dose mostly 114 µM), inactives show top-dose activity, negative = inhibition, most hits filed as inhibitors; EPAC2 GEF exchange of Rap1B-BODIPY-GDP, fluorescence; further: potency means the concentration at half of the fitted maximal effect; on the % scale 0 is the no-effect control and ±100 the full control effect; nearly all actives have a fitted effect of over 45% in size; many of its hits are not listed in these tables
DRD3 agonist = activates the human D3 dopamine receptor; 410,000 compounds, 0.58% hits; P35462; D3R DiscoveRx beta-arrestin cells, luminescence, 90 min; max activation, %; in the data active means max activation above about 30%; further: 0% is about no effect; mostly tested at two doses, the higher about 12 µM
Target sequence (P35462 whole entry, looked up): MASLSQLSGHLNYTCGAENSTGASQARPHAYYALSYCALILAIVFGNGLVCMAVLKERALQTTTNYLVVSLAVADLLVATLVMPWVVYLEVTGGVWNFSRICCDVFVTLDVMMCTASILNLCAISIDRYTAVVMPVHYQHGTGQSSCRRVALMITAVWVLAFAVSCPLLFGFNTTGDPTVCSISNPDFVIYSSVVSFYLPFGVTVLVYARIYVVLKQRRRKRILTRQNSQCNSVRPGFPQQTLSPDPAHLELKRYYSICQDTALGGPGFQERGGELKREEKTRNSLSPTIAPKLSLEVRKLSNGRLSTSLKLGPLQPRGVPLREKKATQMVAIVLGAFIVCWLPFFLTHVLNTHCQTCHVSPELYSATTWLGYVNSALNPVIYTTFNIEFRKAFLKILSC
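Agonist mode: compounds and dopamine controls were applied to plated cells for 90 min at 37 degrees C after an overnight attachment at 1500 cells/well. Luminescent read-out followed 30 - 60 minutes at room temperature with DiscoveRx detection reagent.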
Mm-Cpn inhibitor = inhibitors of Methanococcus maripaludis chaperonin (MmCpn) | purified Mm-Cpn ATPase, ADP Transcreener TR-FRET | Potency, µM (top dose mostly 76.9 µM), for inactives: top-dose activity, negative = inhibition, actives largely listed as inhibitors | 330,000 compounds, 0.031% hits | AID 504842; further: potency means the concentration at half of the fitted maximal effect; on the % scale 0 is the no-effect control and ±100 the full control effect; nearly all actives have a fitted effect of over 80% in size
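Inhibition of chaperonin ATP hydrolysis is measured as reduced ADP production, detected by competitive TR-FRET in which signal falls with ADP. Final enzyme 25 nM and ATP 10 uM, reacted 30 min at 37°C.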
EPAC2 ag = EPAC2 (human) agonism | Q8WZA2 | EPAC2 activation, biochemical qHTS; response scale: 100% = 6.5 mM cAMP response | Potency, µM (highest dose often 154 µM), for the others: top-dose activation, hits mostly activators | 360,000 compounds, 0.079% hits | AID 720711; further: potency means the concentration at half of the fitted maximal effect; nearly all actives have a fitted effect of over 50% in size
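Setup: EPAC2 100 nM, labeled Rap1B complex 250 nM, free GDP 50 uM. Compound titrations pinned in, brief spin, 5 min room temperature incubation. Kinetic fluorescence read over 30 min, normalized to 6.5 mM cAMP.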
CCT chaperon mod = cytosolic chaperonin activity modulation; purified chaperonin ATPase assay, HTRF ADP detection, 30 min; activity change, % (concentration not given with the values), hits read low; 360,000 compounds, 0.3% hits; in the data active means activity change below about -30%; further: on the % scale 0 is the no-effect control and ±100 the full control effect
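First, chaperonin was dispensed at 40 nM or 20 nM final depending on batch activity. Next, compounds were pinned at 76 uM and ATP added at 10 uM. After 30 min at 37 °C, ADP detection reagents ran 30 min at ambient temperature.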
pAkt inh = inhibitors of Akt phosphorylation; Neuro2A IGF-stimulated pAkt S473 HTRF, 20 min; hits give low values; activity change, % for hits at 50 µM; 360,000 compounds, 0.32% hits; AID 651550; in the data active means activity change below about -80%; inconclusive means mostly about -51% to -80%; further: on the % scale 0 is the no-effect control and ±100 the full control effect
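Single-point screen (50 µM final compound) in Neuro2A cells stimulated 20 min with 6 nM IGF at 37 deg C. After lysis, Ser473-phosphorylated Akt read by HTRF (ex 330 nm, em 615/665 nm) as the 665/615 ratio.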
PTHR1 ag = activates the human parathyroid hormone receptor PTHR1 | 410,000 compounds, 0.075% hits | HEK293 GP2 PTHR1 cells, GloSensor cAMP luminescence, 1 h | Q03431 | Potency, µM (top dose mostly 115 µM), inactives show at the top dose activation, hits mostly activators; further: potency means the concentration at half of the fitted maximal effect; nearly all actives have a fitted effect of over 55% in size; some results filed as inactive show a strong effect at the top dose; inactives centre near -15; many of its hits are not listed in these tables
Target sequence (Q03431 whole entry, looked up): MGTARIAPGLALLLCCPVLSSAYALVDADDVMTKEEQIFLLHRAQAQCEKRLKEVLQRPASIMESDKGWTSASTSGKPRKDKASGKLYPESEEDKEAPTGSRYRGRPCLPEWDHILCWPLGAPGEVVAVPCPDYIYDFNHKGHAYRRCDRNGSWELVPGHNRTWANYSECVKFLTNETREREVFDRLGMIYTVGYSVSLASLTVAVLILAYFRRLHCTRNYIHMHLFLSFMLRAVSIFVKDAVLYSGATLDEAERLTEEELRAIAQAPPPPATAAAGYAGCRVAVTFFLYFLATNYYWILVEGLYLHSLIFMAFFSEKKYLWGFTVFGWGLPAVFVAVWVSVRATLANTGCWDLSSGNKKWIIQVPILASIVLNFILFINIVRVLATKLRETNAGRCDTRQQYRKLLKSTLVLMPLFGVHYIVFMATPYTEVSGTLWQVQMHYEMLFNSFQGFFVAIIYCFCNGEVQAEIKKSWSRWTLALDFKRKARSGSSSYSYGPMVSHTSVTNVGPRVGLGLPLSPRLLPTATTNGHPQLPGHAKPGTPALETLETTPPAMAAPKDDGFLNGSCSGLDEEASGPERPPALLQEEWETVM
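HEK-293-derived GP2 cells expressing PTHR1 and a GloSensor cAMP reporter, 3,000/well, plated overnight, given luciferin plus IBMX (each 0.5 mM as added) for 1 h at 37 °C, then compound for 1 h at 37 °C. Luminescence was read after 15 min at room temperature.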
D3 antag = D3 dopamine receptor (human) antagonism; P35462; D3R cells, DiscoveRx beta-arrestin luminescence, antagonist mode; hits give low values; max response, negative = inhibition, %; 360,000 compounds, 2.5% hits; AID 652054; in the data active means max response below about -50%; inconclusive means no clear call, values can overlap the other calls; further: on the % scale 0 is the no-effect control and ±100 the full control effect; mostly tested at two doses, the higher about 12 µM
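Cells expressing the human receptor were seeded at 1500 cells/well, incubated overnight at 37 degrees C in 5% CO2, then exposed to library compounds with dopamine controls for 90 minutes at 37 degrees C before luminescent detection.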
An asterisk follows results filed as active; i = inactive; ? = inconclusive; / = no result given; & = joins results of further samples; [ ] = remark or other dose. Unless noted, the call rests on the fitted dose curve; in most records, active means well fitted curve in the direction sought with a large enough effect; inconclusive means small, poorly fitted or top-dose-only effect, or another doubt; inactive means no such curve, though single readings can be large; an effect the other way counts as inactive or inconclusive. A portion of the library; the hit share may differ from the screen's.

Below each SMILES – EPAC2 antag	DRD3 agonist	Mm-Cpn inhibitor	EPAC2 ag	CCT chaperon mod	pAkt inh	PTHR1 ag	D3 antag
CCN1C(=O)[C@@H]2[C@@H](c3ccc(-c4ccc(F)cc4)c(OC)c3)N3CCC[C@@]3(C(=O)OC)[C@@H]2C1=O
→ 2%	-18	-3%	10%	-0.4	i	-19%	?
CCCCn1c(SCC(=O)Nc2ccc3c(c2)OCCO3)nnc1C(CC)N(C)C (configuration not stated)
→ 3%	-2	2%	5%	-2.6	i	i	5
CCS(=O)(=O)c1ncc(Cl)c(C(=O)Nc2ccccc2OC)n1
→ 7%	-10	0%	4%	-1.0	i	-32%[inhibitor]	-64*
CCOC(=O)c1c(NC(NC(C)=O)C(Cl)(Cl)Cl)sc2c1CCCC2 (configuration not stated)
→ -20%	-5	3%	-12%	0.5	i	-84%[inhibitor]	-5
CC1(C)Cc2nc3sc4c(N(CCO)CCO)ncnc4c3cc2CO1
→ -2%	-3	1%	3%	-2.8	i	i	9
Cn1c(-c2ccc3c(c2)OCO3)c(C(=O)O)c(=O)c2ccccc21
→ -1%	7	-2%	-2%	-0.4	i	i	13
CCCSC1=N/C(=C\c2ccsc2)C(=O)S1
→ 10%	3	-1%	8%	0.9	i	i	-16
Cc1cc(C)c2c(c1)CC(C)(C)CC2=O
→ 0%	3	/	-4%	0.7	i	-16%	5
CC(C)(C)NC(=O)C(c1ccnc2ccccc12)n1c(=O)c(-c2cc3ccccc3[nH]2)nc2ccccc21 (configuration not stated)
→ -14%	8	/	-2%	/	i	-25%	13
COc1cccc(C(=O)C(=O)c2cccc(OC)c2OC)c1OC
→ -9%	11	/	21%	-0.5	i	-9%	2
Cc1nc2nc3c(cn2n1)C(=O)CC(C)(C)C3
→ 13%	1	-1%	-3%	-0.8	i	i	13
COc1ccc(-c2cnc3c(NC=O)cc(-c4ccoc4)cn23)cc1OC
→ -27%	3	/	7%	1.2	i	i	33
O=S(=O)(NN=C1CCCCCCC1)c1ccccc1
→ 10%	-2	/	-6%	1.3	i	-21%	-4
COc1ccc(-c2nc(N)nc(C(F)(F)F)c2-c2cscn2)c(O)c1
→ 2%	-13	4%	-2%	0.0	i	-20%	-1
COc1ccc(N(Cc2cc3ccccc3[nH]c2=O)C(=O)C2CCCO2)cc1 (configuration not stated)
→ 10%	3	-3%	8%	-3.5	i	i	15

(more compounds)
Below each SMILES – EPAC2 antag	DRD3 agonist	Mm-Cpn inhibitor	EPAC2 ag	CCT chaperon mod	pAkt inh	PTHR1 ag	D3 antag
COc1ccc(Nc2nc(N)c([N+](=O)[O-])c(NCc3ccccc3)n2)cc1
→ 0%	2	-3%	4%	1.9	i	-11%	-4
CCc1cc2c(=O)c(-c3nc4ccccc4n3C)coc2c(CN2CCC(C)CC2)c1O
→ 8%	5	1%	9%	-0.3	i	i	-8
COc1ccc(CCNC(=O)CO/N=C/c2cc3c(cc2Br)OCO3)cc1OC
→ -3%	-4	-4%	7%	1.9	i	i	-7
CCOc1ccc(S(=O)(=O)Nc2cccc(C(=O)NCCCn3ccnc3)c2)cc1
→ 6%	-13	3%	4%	0.4	i	-14%	1
CC(Cc1cccs1)NC(=O)NC1CCCCC1 (configuration not stated)
→ 18%	-6	-7%	-3%	4.0	i	0%[57.5 µM]	8
NC(=O)NC(=O)COC(=O)CCCSc1nc2ccccc2s1
→ -3%	2	-29%	6%	0.2	i	?	0
O=C1c2ccccc2NC(c2ccc([N+](=O)[O-])cc2)N1O (configuration not stated)
→ 8%	15	3%	4%	-2.2	i	-7%	0
CCc1ccc(OCC(=O)OC(C)C(=O)NC2CC2)cc1 (configuration not stated)
→ 3%	3	3%	7%	-1.3	i	i	6
O=C1NC[C@H](CCCCN2C[C@H](Cc3ccc(O)cc3)N(Cc3ccccc3)C(=O)C2=O)N(CCc2ccccc2)C1=O
→ -13%	4	/	5%	-1.5	i	i	4
O=[N+]([O-])c1ccc(N2CCC(=NOCc3ccc(Cl)cc3)CC2)cc1
→ 0%	17	0%	7%	-2.9	i	i	17
O=C(CSc1cccc2cccnc12)N/N=C/c1ccc(F)cc1
→ -8%	1	-2%	7%	1.3	i	-24%	2
CCCC(=O)NC1=C(C#N)C2(CCCCC2)Cc2ccccc21
→ -12%	-7	3%	4%	-1.5	i	-1%	-27
CC(=O)N1CCN(S(=O)(=O)c2cccc(C(=O)OCC(=O)NCc3ccccc3Cl)c2)CC1
→ 3%	-3	/	0%	-1.1	i	-20%	-24
Cc1cc(C)cc(C(=O)NCC(=O)OCC(=O)c2cc(C)n(CC(F)(F)F)c2C)c1
→ 8%	1	-1%	-2%	3.4	i	i	8
Cc1ccc2nc3c(c(Nc4ccc(O)cc4)c2c1)CCC3
→ 7%	-4	2%	5%	-1.7	i	-10%	-22

11 compounds from above, arranged by number of heavy atoms, ascending.
Below each SMILES – EPAC2 antag	DRD3 agonist	Mm-Cpn inhibitor	EPAC2 ag	CCT chaperon mod	pAkt inh	PTHR1 ag	D3 antag
CC(Cc1cccs1)NC(=O)NC1CCCCC1 (configuration not stated)
→ 18%	-6	-7%	-3%	4.0	i	0%[57.5 µM]	8
O=C1c2ccccc2NC(c2ccc([N+](=O)[O-])cc2)N1O (configuration not stated)
→ 8%	15	3%	4%	-2.2	i	-7%	0
CCCC(=O)NC1=C(C#N)C2(CCCCC2)Cc2ccccc21
→ -12%	-7	3%	4%	-1.5	i	-1%	-27
O=C(CSc1cccc2cccnc12)N/N=C/c1ccc(F)cc1
→ -8%	1	-2%	7%	1.3	i	-24%	2
O=[N+]([O-])c1ccc(N2CCC(=NOCc3ccc(Cl)cc3)CC2)cc1
→ 0%	17	0%	7%	-2.9	i	i	17
COc1ccc(Nc2nc(N)c([N+](=O)[O-])c(NCc3ccccc3)n2)cc1
→ 0%	2	-3%	4%	1.9	i	-11%	-4
COc1ccc(CCNC(=O)CO/N=C/c2cc3c(cc2Br)OCO3)cc1OC
→ -3%	-4	-4%	7%	1.9	i	i	-7
Cc1cc(C)cc(C(=O)NCC(=O)OCC(=O)c2cc(C)n(CC(F)(F)F)c2C)c1
→ 8%	1	-1%	-2%	3.4	i	i	8
CCc1cc2c(=O)c(-c3nc4ccccc4n3C)coc2c(CN2CCC(C)CC2)c1O
→ 8%	5	1%	9%	-0.3	i	i	-8
CC(=O)N1CCN(S(=O)(=O)c2cccc(C(=O)OCC(=O)NCc3ccccc3Cl)c2)CC1
→ 3%	-3	/	0%	-1.1	i	-20%	-24
O=C1NC[C@H](CCCCN2C[C@H](Cc3ccc(O)cc3)N(Cc3ccccc3)C(=O)C2=O)N(CCc2ccccc2)C1=O
→ -13%	4	/	5%	-1.5	i	i	4

Carrying on.
Below each SMILES – EPAC2 antag	DRD3 agonist	Mm-Cpn inhibitor	EPAC2 ag	CCT chaperon mod	pAkt inh	PTHR1 ag	D3 antag
Cc1nnc(-c2cccc(Br)c2)c2cn(-c3ccccc3)nc12
→ -5%	1	0%	?	0.0	i	-31%[inhibitor]	55
CN(Cc1ccco1)C(=O)c1ccc(S(=O)(=O)N2CCCCCC2)cc1
→ -6%	-15	0%	2%	0.2	i	-93%[inhibitor]	-18
Cc1ccc[n+](-c2nc([O-])sc2/C=N/Nc2ccc([N+](=O)[O-])cc2)c1
→ 6%	12	-1%	-5%	0.8	i	i	-1
Cc1ccc(NC(=O)c2ccc(N3CCCC3=O)cc2)cc1S(=O)(=O)N1CCCCC1
→ 1%	2	0%	11%	0.6	i	-11%	28
O=C(COc1ccccc1)Nc1nc(-c2ccc(S(=O)(=O)N3CCOCC3)cc2)cs1
→ -3%	3	?	2%	-1.1	i	-26%[57.5 µM]	19
CC(=O)NC(c1ccco1)c1cc(F)c2cccnc2c1O (configuration not stated)
→ -8%	/	1%&-1%	4%	/	/	-10%	/
Cn1c(N)cc(-c2ccc(F)cc2)c(C#N)c1=O
→ 11%	-13	?	5%	-1.6	i	-18%	-17
CCNc1sc(C(=O)c2cccs2)c(N)c1C#N
→ -13%	-5	-3%	-5%	0.6	i	i	?
O=C(NCc1cccc(F)c1)c1cccc(OC2CCN(C(=O)C3CC3)CC2)c1
→ -3%	-8	4%	-2%	-2.4	i	-62%[inhibitor]	1
Cc1cc(C)nc(SCC(=O)N(C)CC(=O)Nc2ccccc2Br)n1
→ -3%	4	1%	4%	0.2	i	i	1
CN(Cc1ccccn1)Cc1cn(Cc2ccccc2)nc1-c1ccc2c(c1)OCO2
→ -18%	-1	-2%	5%	-1.6	i	-16%	-11
COC(=O)CCN1CCN(S(=O)(=O)c2ccc3c(c2)OCCO3)CC1
→ 13%	1	1%	1%	2.9	i	i	10
O=C(CCNS(=O)(=O)c1ccccc1Cl)OCc1nnc(-c2ccccc2Cl)o1
→ -10%	-6	0%	16%	2.4	i	-15%	9
COc1ccc(C2=NOC(Cn3nc(C(=O)NCc4cccc(Br)c4)cc3-c3ccccc3)C2)cc1 (configuration not stated)
→ 8%	2	-3%	2%	-0.6	i	i	34
O=C(O)c1ccc(NC2=C/C(=N/S(=O)(=O)c3ccccc3)c3ccccc3C2=O)cc1
→ ?	-20	-15%	2%	-1.3	i	-50%[inhibitor]	-92*
COc1ccc(NC(=O)CN2CCN(CC(=O)Nc3ccccc3OC)CC2)c(OC)c1
→ 1%	4	1%	8%	-2.4	i	i	3
Cc1ccccc1OCC(=O)OCC(=O)Nc1ccc(N2CCOCC2)cc1
→ -5%	2	1%	6%	0.3	i	i	17
COc1ccc(C(O)(C2CCCCC2)C(CN2CCCC2)c2ccccc2)cc1 (configuration not stated)
→ 5%	-39	-3%	15%	1.6	i	-17%	2
